# mcGAS inh: inhibitors of mouse cGAS | 160,000 compounds, 0.15% hits | inhibition, % at 12.5 µM | recombinant cGAS, Kinase-Glo ATP depletion luminescence | Q8C6L5;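 note: 0% = negative control wells and 100% = reference inhibitor with no enzyme activity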
# NPYLR7 agonist: mosquito NPYLR7 agonism | activation, % at 10 µM | HEK293T NPYLR7/Galpha15, GCaMP6s calcium fluorescence | AID 1259423 | 270,000 compounds, 0.15% hits; in the data active = activation above about 40%;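 note: 0% = vehicle and 100% = reference agonist at the receptor; some compounds past the cut are filed as inactive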
# hcGAS lum: blocks human cGAS activity | Q8N884 | recombinant h-cGAS, ATP depletion, Kinase-Glo luminescence | inhibition, % at 12.5 µM | 290,000 compounds, 0.081% hits;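 note: 0% = vehicle reaction and 100% = reaction without DNA for no activity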
# Target sequence (Q8N884 whole entry, looked up): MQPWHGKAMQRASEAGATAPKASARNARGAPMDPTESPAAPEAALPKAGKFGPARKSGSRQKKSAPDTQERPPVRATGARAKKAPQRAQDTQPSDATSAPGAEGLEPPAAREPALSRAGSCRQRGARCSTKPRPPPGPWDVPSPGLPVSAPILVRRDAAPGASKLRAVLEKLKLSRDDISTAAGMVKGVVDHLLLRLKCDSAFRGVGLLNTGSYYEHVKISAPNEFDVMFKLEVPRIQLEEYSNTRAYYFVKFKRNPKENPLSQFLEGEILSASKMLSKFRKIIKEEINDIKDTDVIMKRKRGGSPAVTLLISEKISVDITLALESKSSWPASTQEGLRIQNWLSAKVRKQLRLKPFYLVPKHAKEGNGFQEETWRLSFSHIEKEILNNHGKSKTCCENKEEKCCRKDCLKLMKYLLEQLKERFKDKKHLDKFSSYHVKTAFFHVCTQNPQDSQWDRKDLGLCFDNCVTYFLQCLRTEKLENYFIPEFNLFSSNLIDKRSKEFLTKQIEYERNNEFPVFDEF
# * hit, by the source's call; x = not tested or not shown. Cut-off read from the data, not from the text of the source, unless noted: active = inhibition above about 40%; inactive = the rest.
[1] O=C(NCc1ccc(Cl)cc1)c1n[nH]n2c1nc(=O)c1ccccc12
[2] CCNN=Cc1cc(C(C)(C)C)cc(C(C)(C)C)c1O
[3] O=C(CN1C(=O)c2ccccc2C1=O)N1CCOCCOCCOCCOCCOCC1
[4] c1ccc(-c2ccc(CCC3CCN(Cc4cccs4)CC3)cc2)cc1
[5] COc1cccc(Cn2ccnc2CN(CCN2CCOCC2)C(=O)CC(C)C)c1
[6] Cc1ccc(OCCC(=O)NC2CCc3[nH]c4ccc(Cl)cc4c3C2)cc1 (centres undefined)
[7] CCOC(=O)CCNC(=O)c1ccc(-c2cc(-c3cccc(OC)c3)n[nH]2)cc1
[8] CCOC(=O)C1=C(C)N=c2s/c(=C\c3cccnc3)c(=O)n2C1c1ccccc1 (centres undefined)

assay / compound,1,2,3,4,5,6,7,8
mcGAS inh,-8,x,x,-7,-5,-6,-8,-6
NPYLR7 agonist,4,-7,6,1,6,22,0,0
hcGAS lum,-8,10,1,-7,-4,-2,-8,-5

# The closing 4 entries of the section before are carried over, then new ones follow.
[5] COc1cccc(Cn2ccnc2CN(CCN2CCOCC2)C(=O)CC(C)C)c1
[6] Cc1ccc(OCCC(=O)NC2CCc3[nH]c4ccc(Cl)cc4c3C2)cc1 (centres undefined)
[7] CCOC(=O)CCNC(=O)c1ccc(-c2cc(-c3cccc(OC)c3)n[nH]2)cc1
[8] CCOC(=O)C1=C(C)N=c2s/c(=C\c3cccnc3)c(=O)n2C1c1ccccc1 (centres undefined)
[9] CC(=O)Nc1ccc(CN2CCC(c3nc(-c4ccncc4)ncc3-c3cccc(C)c3)CC2)cc1
[10] COc1ccc(Br)cc1S(=O)(=O)Nc1cccc(C(F)(F)F)c1
[11] Cc1ccc(N2C(=O)CSC2c2cccnc2)cc1Cl (centres undefined)
[12] Cc1cc(NC(=O)N(C)C(C)c2cccnc2)sn1 (centres undefined)
[13] CNC(=O)c1ccc(CN(C)c2nnc(Br)s2)cc1
[14] CN=C1SC(CC(=O)Nc2sccc2C(=O)OC)C(=O)N1C (centres undefined)
[15] Cc1cc(NC(C)c2ccccc2)n2nc(C)c(-c3ccccc3)c2n1 (centres undefined)
[16] CCCCN(CC(=O)N(CCc1c[nH]c2ccccc12)Cc1ccccc1)C(=O)Nc1ccc(OC)cc1

assay / compound,5,6,7,8,9,10,11,12,13,14,15,16
mcGAS inh,-5,-6,-8,-6,-13,x,x,-7,x,-1,-6,-4
NPYLR7 agonist,6,22,0,0,7,6,-5,6,6,1,-4,15
hcGAS lum,-4,-2,-8,-5,-8,0,3,-8,-11,4,-3,-7

[17] O=C(c1cccnc1)C1CCCN(Cc2nc(-c3ccc4c(c3)OCO4)no2)C1 (centres undefined)
[18] O=C(c1c[nH]c2ccccc12)N1CC[C@@H](c2ccc3c(c2)OCO3)[C@H](O)C1
[19] CC[C@H]1CN(c2ncc(C(=O)O)cc2Cl)CC[C@@]1(C)O
[20] CSCCC(=O)N1CCC(n2c(=O)oc3ccc(Cl)cc32)CC1
[21] COc1ccc(CCN(Cc2ccc(C)s2)C(=O)CN(C(=O)c2ccc(C(F)(F)F)cc2)C2CCCCC2)cc1OC
[22] Cc1ccc(Oc2ncnc3sc(C)c(C)c23)c([N+](=O)[O-])n1
[23] COc1ccccc1C(=O)N1CCC(C(NC(=O)c2cccc(C)c2)C(=O)N2CCOCC2)CC1 (centres undefined)
[24] CCc1ccc(C(C2Sc3nc(CC)nn3C2=O)N2CCN(CCO)CC2)cc1 (centres undefined)

assay / compound,17,18,19,20,21,22,23,24
mcGAS inh,x,x,x,-6,-6,x,-4,-7
NPYLR7 agonist,4,24,-2,15,6,16,-2,-5
hcGAS lum,-5,-3,-5,0,-6,-9,-5,-4

[25] C=CCn1c(SCC(=O)N2CCC(C)CC2)nc2c([nH]c3ccccc32)c1=O
[26] Cc1ccccc1-c1ccc(-n2cncc2C(=O)NC(C)CCc2ccccc2)cc1 (centres undefined)
[27] CN1c2ccccc2C(=O)NC1c1ccccc1OCC(=O)N1CCCC1 (centres undefined)
[28] CCc1cn[nH]c1C1CCN(Cc2cn[nH]c2-c2ccc(F)cc2)CC1
[29] Cc1ccc(Cn2ccnc2CN(C(=O)CC(C)C)C(C)C)cc1
[30] CN1CCN([C@@H]2c3ccccc3C3(CCN(Cc4ncc[nH]4)CC3)[C@H]2O)CC1
[31] C=C1C2(C(=O)N3CCC(CN4CCCC4=O)CC3)CCC(C2)C1(C)C (centres undefined)
[32] CCCCC(CC)C(=O)N1CCC(Cc2ccc(F)cc2)CC1 (centres undefined)

assay / compound,25,26,27,28,29,30,31,32
mcGAS inh,-7,2,1,-10,2,-3,x,-5
NPYLR7 agonist,0,2,-1,10,3,-17,-5,13
hcGAS lum,5,1,5,-5,3,1,-4,-5

[33] CSc1ccccc1OCc1cc(C(=O)NCC2CC23CCCCC3)no1 (centres undefined)
[34] COCC(O)CN(Cc1nc2scc(-c3ccccc3Cl)c2c(=O)[nH]1)C(C)C (centres undefined)
[35] COc1ccc(CCN(C)C(=O)c2ccc(Cl)c(Cl)c2)cc1OC
[36] CCS(=O)(=O)c1ccc(C(=O)N(CCCN2CCOCC2)c2nc3ccc(F)cc3s2)cc1
[37] COCCCNC(=O)c1ccc(CSc2nc(Cl)cc(N3CCN(c4cccc(C(F)(F)F)c4)CC3)n2)cc1
[38] C=CCOc1cccc(C(=O)N2CCCC(CCC(=O)NCc3ccccc3F)C2)c1 (centres undefined)
[39] Cc1c(C(=O)NCCSc2ccccn2)cnn1-c1ccccn1
[40] O=C(CN1CN(c2ccccc2)C2(CCN(C(=O)CCC3CCCC3)CC2)C1=O)NCc1ccc2c(c1)OCO2

assay / compound,33,34,35,36,37,38,39,40
mcGAS inh,-8,2,x,-5,-4,x,x,-5
NPYLR7 agonist,x,-5,-6,-4,14,3,5,16
hcGAS lum,-1,4,-1,-3,-1,-5,-8,-10

[41] CCN1CCC(N2CCOc3c(O)cc(-c4cccc(Cl)c4)cc3C2)CC1
[42] CC(=O)N1CCC(NC(=O)CNc2c(C)cccc2C(C)C)CC1
[43] CN(Cc1ccccc1OC(F)(F)F)C(=O)NCCc1ccccc1
[44] COc1ccc(Br)cc1CNc1ccc2[nH]c(=O)[nH]c2c1
[45] CN(C(=O)c1cnsn1)c1ccccc1-c1ccccc1
[46] CCc1ccc(-c2cncc(CN3CCOCC3)c2)cc1
[47] CNC(=O)CCOc1ccc(NC(C)c2cc(F)ccc2F)cc1 (centres undefined)
[48] Oc1cc(-c2cccc3c2Oc2ccccc2S3)cc2c1OCCNC2

assay / compound,41,42,43,44,45,46,47,48
mcGAS inh,x,x,x,x,-7,x,-18,-18
NPYLR7 agonist,11,8,-2,-1,1,6,17,4
hcGAS lum,-7,-7,-6,0,-6,-3,-8,-1

# Values in list order from above.
# Entries 41–48 in hcGAS lum: -7, -7, -6, 0, -6, -3, -8, -1

# The results go on:
[49] CN(CC1CCN(CCc2cccc(C(F)(F)F)c2)CC1)C(=O)c1ccsc1
[50] Cc1ccc(C)c(CNc2ccccc2C(=O)NCCC(N)=O)c1
[51] O=c1ccc(-c2ccccc2)nn1CCNS(=O)(=O)c1ccc(Cl)s1
[52] CCOC(=O)c1nn(-c2ccc(Cl)cc2)c(=O)c2c(NC(=O)Cc3ccccc3)scc12
[53] COc1ccc(C2CC(=O)C3C(=Nc4ccccc4NC3c3ccsc3)C2)cc1 (centres undefined)
[54] C=CCN(Cc1nc2scc(-c3ccc(C)cc3C)c2c(=O)[nH]1)CC(O)CN1CCOCC1 (centres undefined)
[55] Cc1ccn2c(NC(=O)Cc3ccccc3)c(-c3cccc(Cl)c3)nc2c1
[56] CCN(CC)C1CCN(C(=O)NCCc2cccc(O)c2)C1 (centres undefined)

assay / compound,49,50,51,52,53,54,55,56
mcGAS inh,-11,-17,-7,-9,-3,-3,-4,x
NPYLR7 agonist,0,-7,-1,6,-6,-3,-10,7
hcGAS lum,-8,-10,-5,-5,-5,-5,2,-15

[57] CC(C)c1cnc2c(c1SCc1cccc(C(F)(F)F)c1)c(=O)n(C)c(=O)n2C
[58] CCNC(=O)c1cc(CN(C)Cc2ccccc2)on1
[59] CSc1nc2ccccc2[nH]1
[60] COc1ccc(-c2nc(CN3[C@@H]4CC[C@H]3CC(O)C4)c(C)o2)cc1OC (some centres undefined)
[61] COCCCNc1nccc2[nH]c(-c3cccc(C)c3)nc12
[62] CC(C)(C)CC(=O)NCc1cccnc1-n1cccn1
[63] Clc1ccc(-c2nc(N3CCC(Cc4ccccc4)CC3)c3ccccc3n2)cc1
[64] COCC1(C(=O)NCCN2CCCOC2=O)CCC1

assay / compound,57,58,59,60,61,62,63,64
mcGAS inh,-9,x,x,x,-2,x,0,-12
NPYLR7 agonist,9,24,8,28,-5,9,-1,-6
hcGAS lum,-8,-5,-3,-6,0,-16,2,-4

# Rewritten with each value named: part of the list above
59. CSc1nc2ccccc2[nH]1
- mcGAS inh: x
- NPYLR7 agonist: 8
- hcGAS lum: -3

60. COc1ccc(-c2nc(CN3[C@@H]4CC[C@H]3CC(O)C4)c(C)o2)cc1OC (some centres undefined)
- mcGAS inh: x
- NPYLR7 agonist: 28
- hcGAS lum: -6

61. COCCCNc1nccc2[nH]c(-c3cccc(C)c3)nc12
- mcGAS inh: -2
- NPYLR7 agonist: -5
- hcGAS lum: 0

62. CC(C)(C)CC(=O)NCc1cccnc1-n1cccn1
- mcGAS inh: x
- NPYLR7 agonist: 9
- hcGAS lum: -16

# The listing continues:
[65] Fc1ccccc1OC1CN(c2nc(-c3ccncc3)nc3c2CNC3)C1
[66] CCOC(=O)c1ccc(-n2ccc3c(cnc4ncnn43)c2=O)cc1
[67] Cc1ccc(C)c(S(=O)(=O)NC2CCC(NS(=O)(=O)c3cc(C)ccc3C)CC2)c1 (centres undefined)
[68] CC(C)CN(CC(=O)N1CC(=O)N(c2ccc(F)cc2)C1)C(=O)c1ccc(Cl)c(Cl)c1
[69] NCCc1nc(NC2CC(=O)N(Cc3ccccc3)C2)c2ccccc2n1 (centres undefined)
[70] CCOc1ccccc1C(=O)Nc1ccc(N2CCN(C(=O)C3C[C@H]3c3ccccc3)CC2)nc1 (some centres undefined)
[71] Cc1cccc(OC(F)F)c1NC(=O)C1(C)CCN1C(=O)c1ccc(C(C)(C)C)cc1 (centres undefined)
[72] COc1nccnc1-c1ccnc2[nH]ccc12

assay / compound,65,66,67,68,69,70,71,72
mcGAS inh,x,x,-7,-10,-7,-6,-4,x
NPYLR7 agonist,0,1,1,x,8,-4,-1,-1
hcGAS lum,-4,-6,-5,-11,-4,-4,-5,-4

[73] CC(=O)NCC1CN(c2ccc(Cl)c(Cl)c2)C(=O)O1 (centres undefined)
[74] CC(C)N1CCC(c2cn(CCSc3ncn[nH]3)nn2)CC1
[75] CN(CC(O)c1ccccc1)C(=O)c1ccc2oc(-c3ccc(C(F)(F)F)cc3)nc2c1 (centres undefined)
[76] O=C1c2ccccc2C(=O)N1CCc1c[nH]c2ccc(OC(=O)C34CC5CC(CC(C5)C3)C4)cc12
[77] c1ccc(-c2nc3c(c(N4CCN(Cc5cnc(N6CCCC6)s5)CC4)n2)CCC3)cc1
[78] O=C(NCc1cn2ccsc2n1)c1ccccc1C1CCNC1 (centres undefined)
[79] Cc1ccc(N2CC(C(=O)NC3CCCC3)CC2=O)cc1 (centres undefined)
[80] Cc1nsc(NC(=O)N2CCC(C(O)c3ccccn3)CC2)n1 (centres undefined)

assay / compound,73,74,75,76,77,78,79,80
mcGAS inh,x,-3,-11,-3,-10,x,x,-18
NPYLR7 agonist,5,x,x,-2,2,26,-7,23
hcGAS lum,-1,-5,-6,0,-6,-4,-6,-7

[81] CC(C)n1cc(CN2CCCC2C(=O)Nc2ccc(-c3cscn3)cc2)cn1 (centres undefined)
[82] CCCCN(CC(=O)N(Cc1cccn1C)CC(C)C)C(=O)c1cc(OC)cc(OC)c1
[83] CCOC(=O)N1CCN(C2CCCN(C(=O)c3ccc(OC)c(O)c3)C2)CC1 (centres undefined)
[84] CC1CCc2cc(F)ccc2N1S(=O)(=O)c1cc2c3c(c1)CCN3C(=O)CC2 (centres undefined)
[85] O=C(Cn1c(=O)cnc2ccccc21)NOCc1ccccc1
[86] Cc1sc2ncnc(NNC(=S)NCCN3CCOCC3)c2c1C

assay / compound,81,82,83,84,85,86
mcGAS inh,-9,-5,x,x,x,x
NPYLR7 agonist,-4,-3,5,5,7,-7
hcGAS lum,-8,-5,-4,-5,-7,3
